# Screening results: PubChem, National Center for Advancing Translational Sciences (NCATS)
# Nrf2 ARE act – activators of Nrf2 (ARE) signaling | Potency, µM (doses to about 46.1 µM), inactives show at the highest dose activation, actives largely listed as activators | AID 624171 | hit rate 0.31% among 410,000 | AREc32 ARE-luciferase reporter (MCF7-derived line), luminescence, 24 h; also: potency is read from the fitted curve at half-maximal effect; % of control where 0% means no effect; nearly all actives have a fitted effect of over 65% in size
#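 Luminescent ARE reporter assay in AREc32_Fluc cells: overnight plating at 37 deg C, 24 hr compound incubation, Steady-Glo added, 30 min RT before reading.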
# Mm-Cpn inhibitor – M. maripaludis TRiC chaperonin inhibition. purified Mm-Cpn ATPase, ADP Transcreener TR-FRET. Potency, µM (doses to about 76.9 µM), inactives show at the top dose activity, negative = inhibition, most hits filed as inhibitors. hit rate 0.031% among 330,000. AID 504842; also: potency is read from the fitted curve at half-maximal effect; % is scaled to controls: 0 for no effect and ±100 for the full control effect; nearly all actives have a fitted effect of over 80% in size
#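 Purified archaeal chaperonin (25 nM final) was preincubated with compound for 10 min at 37°C, then ATP (10 uM final) was added for 30 min at 37°C in Tris pH 7.4/KCl/MgCl2/DTT buffer. ADP was quantified by HTRF Transcreener TR-FRET.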
# Akt phos inh – blocks phosphorylation of Akt; hit rate 0.32% among 360,000; Neuro2A IGF-stimulated pAkt S473 HTRF, 20 min; stronger effect = lower value; activity change, % for hits at 50 µM; in the data active = activity change below about -80%; inconclusive = mostly about -51% to -80%; also: % is scaled to controls: 0 for no effect and ±100 for the full control effect
#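 Neuro2A cells in DMEM with 0.5% FBS, overnight at 37 deg C, given compound at single 50 µM final, then IGF (6 nM final) for 20 min at 37 deg C. Lysed; phospho-Akt Ser473 by HTRF after 24 h, 665/615 ratio.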
# Nrf2 inh – inhibitors of Nrf2 signaling; A549 ARE-Fluc reporter, luciferase luminescence, 18-24 h; Potency, µM (top dose mostly 46 µM), for inactives: at the top dose activity change, negative = inhibition, hits mostly inhibitors; hit rate 2.1% among 360,000; AID 504444; also: potency is read from the fitted curve at half-maximal effect; % is scaled to controls: 0 for no effect and ±100 for the full control effect; nearly all actives have a fitted effect of over 60% in size
#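 Cells were seeded and rested 2 h, then exposed to compounds for 18-24 h. CellTiter-Fluor was read first as a viability measure. BugLite was added 15 min before the final luminescent read of ARE-luciferase activity in A549 cells.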
# Abeta yeast res – compounds reversing amyloid beta toxicity in yeast. AID 1347071. yeast expressing A-beta42, growth rescue, OD600, 48 h; response scale: 0% DMSO, 100% iron-clioquinol control. hit rate 0.063% among 410,000. Potency, µM (highest dose often 46.1 µM), for inactives: at the top dose growth rescue, hits mostly activators; also: potency is read from the fitted curve at half-maximal effect; nearly all actives have a fitted effect of over 55% in size
#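 Growth rescue measured by 600 nm absorbance after 48 h yeast culture at 30 C with compound. Values normalized between DMSO and an equimolar ferric chloride plus clioquinol control.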
# A549 viability – counter-screen for Nrf2 inhibitors: cytotoxicity in A549 cells; hit rate 0.16% among 390,000; Potency, µM (top dose mostly 46 µM), for inactives: at the highest dose activity change, negative = cytotoxicity, usual class: inhibitors; A549 ARE-Fluc cells, CellTiter-Fluor viability, 18-24 h; AID 504648; also: potency is read from the fitted curve at half-maximal effect; % is scaled to controls: 0 for no effect and ±100 for the full control effect
#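 A549 ARE_Fluc cells in 5% FBS OPTI-MEM were exposed to compounds in concentration-response for 18-24 h at 37 deg C. Viability was read by CellTiter-Fluor fluorescence (Ex 405/Em 525) after 30 min, before the luciferase read.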
# HepG2 tox – HepG2 cytotoxicity, counter-screen for TGF-b inhibitors; HepG2 CAGA-GFP viability, ATP luminescence, 18 h; Potency, µM (top dose mostly 46.1 µM), inactives show at the top dose activity change, negative = cytotoxicity, hits mostly cytotoxic; hit rate 0.76% among 410,000; AID 588856; also: potency is read from the fitted curve at half-maximal effect; some results filed as inactive show a strong effect at the top dose
#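 HepG2 CAGA-GFP cells (1000/well, DMEM with 1% FBS) received compound, then TGF-beta at 500 pg/mL final, and were incubated 18 hours at 37 degrees C. Viability was read by CellTiter-Glo luminescence. Media-only wells were set as complete cell-killing and DMSO as no toxicity.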
# CCT modulator – changes cytosolic chaperonin activity; purified chaperonin ATPase assay, HTRF ADP detection, 30 min; activity change, % (no concentration beside the values), hits read low; hit rate 0.3% among 360,000; AID 651819; in the data active = activity change below about -30%; also: % is scaled to controls: 0 for no effect and ±100 for the full control effect
#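 TRiC (40 or 20 nM final, by batch activity) in 30 mM Tris pH 7.4, 100 mM KCl, 5 mM MgCl2, 1 mM DTT was treated with compound at 76 uM single dose, then 10 uM ATP, 30 min at 37 °C. ADP was read by HTRF Transcreener.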
# TGFb inhibitor – inhibitors of TGF-b signaling; HepG2 CAGA-GFP TGF-b/SMAD3 reporter, GFP fluorescence, 18 h; TGF-beta stimulated, 500 pg/mL final; Potency, µM (doses to about 46.1 µM), for inactives: at the top dose activity, negative = inhibition, hits mostly inhibitors; hit rate 1.2% among 410,000; also: potency is read from the fitted curve at half-maximal effect; % is scaled to controls: 0 for no effect and ±100 for the full control effect; nearly all actives have a fitted effect of over 65% in size
#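 TGF-beta reporter screen: HEPG2 CAGA-GFP, 1% FBS, 500 pg/mL TGF-beta final, 18 h; per-cell GFP summed per well; curves fitted and categorized by class.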
# An asterisk follows results filed as active; i = inactive; u = inconclusive; x = no result given; & = joins results of further samples; [ ] = remark or other dose. Unless noted, calls follow the shape of the dose curve; as a rule, active = well fitted curve in the direction sought with a large enough effect; inconclusive = small, poorly fitted or top-dose-only effect, or another doubt; inactive = no such curve, though single readings can be large; an effect the other way counts as inactive or inconclusive.
# Keys – A = Nrf2 ARE act; B = Mm-Cpn inhibitor; C = Akt phos inh; D = Nrf2 inh; E = Abeta yeast res; F = A549 viability; G = HepG2 tox; H = CCT modulator; I = TGFb inhibitor
molecule: CCC(C)NC(=O)c1ccc2c(c1)nc1n2CCCCC1 (stereo unspecified)
  A: -1.3%; B: x; C: x; D: x; E: -9%; F: -1%; G: -2%; H: x; I: -3%
molecule: C=C1[C@@H](O)[C@@H]2O[C@]3(CC[C@H](/C=C/[C@@H](C)[C@@H]4CC(C)=CC5(O[C@H](C[C@@](C)(O)C(=O)OC)CC[C@H]5O)O4)O3)CC[C@H]2O[C@@H]1[C@@H](O)C[C@H](C)[C@H]1OC2(CCCCO2)CC[C@H]1C (stereo partly specified)
  A: -2.5%; B: -2%; C: i; D: 0.092µM*; E: -1%; F: u; G: -26%; H: 0.3; I: 0.89µM*
molecule: Cn1ncc([N+](=O)[O-])c1C(=O)NCc1ccccc1
  A: -0.5%; B: 0%; C: i; D: 4%; E: -7%; F: 13%; G: 40%; H: -0.6; I: 5%
molecule: O=C(COC(=O)c1cccc(S(=O)(=O)N2CCCC2)c1)Nc1ccccc1Cl
  A: 0.3%; B: 0%; C: i; D: 2%; E: -8%; F: -5%; G: -1%; H: 0.8; I: -4%
molecule: COc1cccc(N(C(=O)c2nc3nccc(C)n3n2)c2nc3ccccc3s2)c1
  A: 2.4%; B: -1%; C: i; D: u; E: 18%; F: 2%; G: -24%; H: 2.7; I: -14%
molecule: CCCCn1c(=O)c(Cc2ccccc2)c(O)c2ccccc21
  A: -1.7%; B: 0%; C: i; D: -3%; E: 3%; F: 0%; G: 9%; H: -5.4; I: 5%
molecule: CCN(C(=O)Cn1c(=O)oc2cc(S(=O)(=O)N3CCCC3)ccc21)c1ccc(OC)cc1
  A: -0.7%; B: -1%; C: i; D: -20%; E: -7%; F: 2%; G: -24%; H: -1.0; I: 3%
molecule: CCOc1ccc(OCC)c(NC(=O)Nc2ccc3c(c2)N(C)C(=O)CS3)c1
  A: 5.5%; B: -1%; C: i; D: -19%; E: 24%; F: 1%; G: -10%; H: -0.6; I: u
molecule: O=C1NC(=O)C(CSc2ccccc2)(c2ccccc2)N1 (stereo unspecified)
  A: -0.4%; B: x; C: i; D: -1%; E: 11%; F: 1%; G: 15%; H: -0.7; I: 2%
molecule: O=C(COc1ccc(Cl)cc1)NNC(=S)NCc1ccccc1
  A: 0.7%; B: 4%; C: i; D: 2%; E: 17%; F: 2%; G: -22%; H: -0.6; I: -28%
molecule: CCN(CC)CCCNC(=O)c1cc(Nc2ccc(OC)cc2)nc2ccccc12
  A: -0.5%; B: 2%; C: i; D: -10%; E: -12%; F: -1%; G: 6%; H: -2.8; I: 21%
molecule: CSc1ccc(NC(=O)Cn2nnnc2-c2ccccc2F)cc1
  A: 0.7%; B: x; C: x; D: 12%; E: 6%; F: -6%; G: -14%; H: x; I: -21%
molecule: CC(=O)Nc1ccc(NC(=O)c2ccc([N+](=O)[O-])cc2Cl)cc1
  A: -0.6%; B: 1%; C: i; D: 5%; E: -15%; F: 2%; G: -11%; H: -2.2; I: 7%
molecule: CCn1c(SCC(=O)c2cc(OC)ccc2OC)nnc1C(C)C
  A: 2.6%; B: 0%; C: i; D: 13%; E: -18%; F: 1%; G: 11%; H: 1.9; I: -3%
molecule: COc1ccc(-n2c(SCC(=O)NCC3CCCO3)nc3ccccc3c2=O)cc1Cl (stereo unspecified)
  A: -1.1%; B: x; C: i; D: x; E: 6%; F: x; G: -9%; H: -0.3; I: -6%

# As a working copy, part of the list above:
# Keys – A = Nrf2 ARE act; B = Mm-Cpn inhibitor; C = Akt phos inh; D = Nrf2 inh; E = Abeta yeast res; F = A549 viability; G = HepG2 tox; H = CCT modulator; I = TGFb inhibitor
molecule: O=C1NC(=O)C(CSc2ccccc2)(c2ccccc2)N1 (stereo unspecified)
  A: -0.4%; B: x; C: i; D: -1%; E: 11%; F: 1%; G: 15%; H: -0.7; I: 2%
molecule: O=C(COc1ccc(Cl)cc1)NNC(=S)NCc1ccccc1
  A: 0.7%; B: 4%; C: i; D: 2%; E: 17%; F: 2%; G: -22%; H: -0.6; I: -28%
molecule: CCN(CC)CCCNC(=O)c1cc(Nc2ccc(OC)cc2)nc2ccccc12
  A: -0.5%; B: 2%; C: i; D: -10%; E: -12%; F: -1%; G: 6%; H: -2.8; I: 21%

# Next section.
# Keys – A = Nrf2 ARE act; B = Mm-Cpn inhibitor; C = Akt phos inh; D = Nrf2 inh; E = Abeta yeast res; F = A549 viability; G = HepG2 tox; H = CCT modulator; I = TGFb inhibitor
molecule: CC(=O)NC(O)C(=O)c1ccco1 (stereo unspecified)
  A: 0.3%; B: -3%; C: x; D: -1%; E: 10%; F: 0%; G: -4%; H: 0.8; I: 13%
molecule: Cc1ccc(-c2c(C)n([O-])c3c([n+]2=O)CCC3)cc1
  A: 0.6%; B: 1%; C: i; D: 17%; E: -4%; F: 6%; G: -21%; H: -0.7; I: -3%
molecule: O=C(N/N=C/c1c[nH]c2ccccc12)c1ccc(O)c(O)c1
  A: 3.6%; B: -4%; C: i; D: 1%; E: -8%; F: -6%; G: -21%; H: -0.6; I: 14%
molecule: O=C(CS(=O)(=O)c1ccc(F)cc1)NCc1ccccc1
  A: 0.1%; B: -1%; C: i; D: 1%; E: -7%; F: -4%; G: 15%; H: -0.2; I: 9%
molecule: O=[N+]([O-])c1cccc(CN2CCN(c3ncccn3)CC2)c1
  A: 0.2%; B: 1%; C: i; D: -17%; E: 2%; F: 1%; G: -1%; H: -1.4; I: 2%
molecule: CC(C)COc1ccc(C(=O)Nc2cc(-c3ccccc3)no2)cc1
  A: 2.6%; B: x; C: x; D: u; E: -7%; F: -3%; G: -13%; H: x; I: 2%
molecule: CCN1CCC[C@H]1CNC(=O)c1c(O)c(Cl)cc(Cl)c1OC
  A: 0.2%; B: 1%; C: i; D: 15%; E: -23%; F: -9%; G: -9%; H: -0.7; I: -7%
molecule: CCOc1ccccc1OCCCC(=O)ON=C(N)c1ccccc1
  A: -0.6%; B: -1%; C: i; D: -2%; E: -12%; F: -1%; G: 7%; H: -3.0; I: 14%
molecule: COc1cccc(CN2CCNC(=O)C2CC(=O)NC2CCCC2)c1OC (stereo unspecified)
  A: 3.9%; B: 0%; C: i; D: 3%; E: -4%; F: 2%; G: -16%; H: -3.2; I: -2%
molecule: COc1ccc(CCNC(=O)c2cnn3c(C(F)F)cc(C)nc23)cc1OC
  A: 0.3%; B: 1%; C: i; D: -10%; E: 5%; F: -7%; G: 3%; H: -1.2; I: 2%
molecule: CC1(C)NC(=O)N(CC(=O)OCC(=O)Nc2c(Br)cc([N+](=O)[O-])cc2Br)C1=O
  A: -1.1%; B: x; C: i; D: -1%; E: 17%; F: 1%; G: -1%; H: -2.1; I: 1%
molecule: CCCCC(=O)NC1(C(F)(F)F)C(=O)N(Cc2ccco2)C(C)=C1C(=O)OC (stereo unspecified)
  A: 0.3%; B: -1%; C: x; D: -2%; E: -2%; F: -9%; G: 8%; H: -3.7; I: 2%
molecule: CC(C)CC(=O)N/N=C/c1c(N)n(C)c(=O)n(C)c1=O
  A: -1.1%; B: -13%; C: i; D: -2%; E: 8%; F: 0%; G: 3%; H: -0.9; I: 0%
molecule: Cc1ccc(N(C(=O)c2ccc(S(=O)(=O)N3CCOCC3)cc2)C2C=CS(=O)(=O)C2)cc1C (stereo unspecified)
  A: 0.3%; B: 0%; C: i; D: 2%; E: 0%; F: 3%; G: -17%; H: -0.4; I: 6%
molecule: COc1ccc(Cc2nc3ccccc3n2C)cc1
  A: 0.4%; B: -2%; C: i; D: u; E: 17%; F: -4%; G: 9%; H: 1.0; I: -1%
molecule: COc1ccc(C2=NN(c3ccccc3)C(c3cn(CCC(=O)O)nc3-c3ccccc3)C2)cc1 (stereo unspecified)
  A: 2.8%; B: -1%; C: i; D: 27%; E: 0%; F: -11%; G: 2%; H: -0.8; I: -13%
molecule: Cc1nn(C)c(C)c1CNC(=O)c1nn2c(c1Cl)NC(c1cccs1)CC2C(F)(F)F (stereo unspecified)
  A: 3.0%; B: 0%; C: i; D: 16µM*; E: 4%; F: -12%; G: -16%; H: -1.5; I: u
molecule: C(=N\Nc1nc(Nc2ccccc2)nc(Nc2ccccc2)n1)/c1cccnc1
  A: 2.4%; B: -2%; C: i; D: -5%; E: -1%; F: -10%; G: -42%; H: -2.5; I: -6%
molecule: CC(NCc1cccs1)C(=O)NC1CCCCC1 (stereo unspecified)
  A: -0.7%[9.22 µM]; B: 1%; C: i; D: -6%; E: -11%; F: 12%; G: 1%; H: -1.2; I: 4%
molecule: CCOC(=O)C1CCN(C(=O)COC(=O)c2cccc(F)c2)CC1
  A: -0.5%; B: 0%; C: i; D: -2%; E: -19%; F: 1%; G: -4%; H: -2.8; I: -2%
molecule: Nc1nnc(-c2cccnc2)s1
  A: 0.0%; B: 2%&2%; C: i; D: 1%; E: 23%; F: -1%; G: -6%; H: -1.6; I: -10%
molecule: O=C(CNC(=O)c1cccs1)OCC(=O)c1ccccc1
  A: 1.3%; B: 1%; C: i; D: u; E: 7%; F: 21%; G: -10%; H: -6.5; I: -2%
molecule: Cc1ccc(CNC(=O)C2CCCN(S(=O)(=O)N3CCC(C)CC3)C2)cc1 (stereo unspecified)
  A: 0.0%; B: -1%; C: i; D: -16%; E: 19%; F: -2%; G: 5%; H: -1.4; I: 8%
molecule: O=C(CCc1nnc2ccc(N3CCC4(CC3)OCCO4)nn12)N1CCCCC1
  A: -1.2%; B: 3%; C: i; D: -6%; E: 7%; F: -5%; G: 2%; H: -0.9; I: 0%
